# Bioassay records from PubChem.
# KCNH2 3.1 inh: qHTS for Inhibitors of KCHN2 3.1: Mutant qHTS | 340,000 tested, 0.95% active | Potassium voltage-gated channel subfamily H member 2, brain isoform KCNH2 3.1 (human) | activity change, % (tested at about 1.8 µM) | AID 720553, 2013 | U2OS KCNH2 3.1, thallium flux FluxOr; stronger effect = lower value;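 active means maximum activity change below -70%; inconclusive means maximum activity change from -70% to -50%; inactive means maximum activity change above -50%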;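 further: thallium influx rate constant from kinetic fluorescence after stimulation buffer; on the % scale 0 is the no-effect control and ±100 the full control effect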
#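 Steps: virus added to U2OS suspension (4 h, RT, dark); medium with 10% FBS added, cells plated, 37 C overnight; FluxOr/Red40 loading buffer 45 min RT; stimulation buffer, 2 min kinetic read; rate constant normalized.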
# NPC1 promoter act: qHTS Assay for NPC1 Promoter Activators. Huh7 NPC1 promoter luciferase reporter, 24 h. Potency, µM (highest dose often 9.22 µM), without a hit: top-dose activation, most hits filed as activators. 320,000 tested, 2.4% active. AID 485313, 2010;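 further: potency means the concentration at half of the fitted maximal effect; % of control where 0% means no effect; nearly all actives have a fitted effect of over 60% in size; reporter is driven by a mutant NPC1 promoter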
#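 NPC1 promoter–luciferase Huh7 cells; 24 h compound; luminescence.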
# FLuc counter: qHTS profiling assay for firefly luciferase inhibitor/activator using purifed enzyme and Km concentrations of substrates (counterscreen for miR-21 project). purified FLuc, Km substrates, luminescence inhibition. 360,000 tested, 6.9% active. Potency, µM (top dose mostly 57.5 µM), without a hit: at the highest dose activity change, negative = inhibition, hits mostly inhibitors. Luciferin 4-monooxygenase (Photinus pyralis), P08659;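 further: potency means the concentration at half of the fitted maximal effect; plate controls were vehicle for no effect and reference inhibitor for full effect; nearly all actives have a fitted effect of over 55% in size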
# Target sequence (P08659 whole entry, looked up): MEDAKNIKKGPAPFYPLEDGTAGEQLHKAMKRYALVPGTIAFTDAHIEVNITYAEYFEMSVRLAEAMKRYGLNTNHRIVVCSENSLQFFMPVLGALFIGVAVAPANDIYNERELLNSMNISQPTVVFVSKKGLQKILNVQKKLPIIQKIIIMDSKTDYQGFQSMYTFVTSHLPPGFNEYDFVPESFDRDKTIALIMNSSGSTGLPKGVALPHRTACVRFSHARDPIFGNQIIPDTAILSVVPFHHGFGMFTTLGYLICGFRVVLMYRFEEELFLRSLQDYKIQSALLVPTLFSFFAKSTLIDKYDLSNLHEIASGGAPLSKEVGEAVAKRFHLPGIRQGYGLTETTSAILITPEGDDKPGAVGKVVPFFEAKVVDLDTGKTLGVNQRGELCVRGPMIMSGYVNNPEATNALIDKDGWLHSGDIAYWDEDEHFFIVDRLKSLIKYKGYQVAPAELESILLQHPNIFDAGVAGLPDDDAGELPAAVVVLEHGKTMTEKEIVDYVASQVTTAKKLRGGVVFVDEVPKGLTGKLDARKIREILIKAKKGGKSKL
#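 Purified P. pyralis luciferase, 10 nM final, with Km-level 10 uM D-luciferin and 10 uM ATP in 50 mM Tris acetate pH 7.5, 10 mM Mg acetate, 0.01% Tween-20, 0.05% BSA; 6-point qHTS titration about 60 µM downward; luminescence read.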
# Gal4-VP16 FLuc: VP16 counterscreen qHTS for inhibitors of ROR gamma transcriptional activity | 310,000 tested, 3.5% active | Drosophila S2 Gal4-VP16 UAS-luciferase, luminescence, 20 h | Potency, µM (doses to about 53.6 µM), inactives show top-dose activity, negative = inhibition, hits mostly inhibitors;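 further: Gal4-VP16 expression switched on by copper sulfate through the metallothionein promoter; potency means the concentration at half of the fitted maximal effect; on the % scale 0 is the no-effect control and ±100 the full control effect; nearly all actives have a fitted effect of over 50% in size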
# Menin MLL FP TR: qHTS Assay for Inhibitors Targeting the Menin-MLL Interaction in MLL Related Leukemias: Competition With Texas Red Labeled MLL-derived Mutant Peptide | Menin + Texas Red MLL mutant peptide, fluorescence polarization | Potency, µM (series often up to 61.6 µM), inactives show at the highest dose FP activity change, negative = inhibition, actives largely listed as inhibitors | 270,000 tested, 0.23% active | AID 1768, 2009; active means well fitted inhibition curve with a large enough effect in the polarisation, with a control signal flat, not every such curve was filed as active; inconclusive means small, poorly fitted or top-dose-only effect, or effect the other way, or a change in a side signal; inactive means no such curve, though single readings can be large or run the other way; the % refers to the polarisation; further: potency means the concentration at half of the fitted maximal effect; % of control where 0% means no effect; many of its hits are not listed in these tables
# ELG1 DNA repair: qHTS screen for small molecules that inhibit ELG1-dependent DNA repair in human embryonic kidney (HEK293T) cells expressing luciferase-tagged ELG1; HEK293T ELG1-luciferase reporter, luminescence, 16 h; DNA damage induced by 5-fluorouridine; Potency, µM (doses to about 46.1 µM), inactives show at the highest dose activity change, negative = inhibition, actives largely listed as inhibitors; 330,000 tested, 2.3% active; further: potency means the concentration at half of the fitted maximal effect; on the % scale 0 is the no-effect control and ±100 the full control effect; nearly all actives have a fitted effect of over 55% in size
#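 Cells (2,000 per well) received 5-fluorouridine plus test compound or DMSO and were incubated 16 hr at 37 °C, 5% CO2. Luciferase activity was read by luminescence 30 min after ONE-Glo addition; signal suppression marked inhibition of damage-induced ELG1 function.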
# PKM2 activator: qHTS Assay for Activators of Human Muscle isoform 2 Pyruvate Kinase; Pyruvate kinase PKM (Homo sapiens), P14618; purified PKM2, Kinase-Glo ATP luminescence, activation; response scale: 0% is enzyme alone, no compound; Potency, µM (doses to about 57.5 µM), for inactives: at the highest dose activation, hits mostly activators; 260,000 tested, 0.34% active; further: potency means the concentration at half of the fitted maximal effect; on the % scale 0 is the no-effect control and ±100 the full control effect; nearly all actives have a fitted effect of over 55% in size
#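 ATP formation by purified human PK-M2, quantified via coupled luciferase luminescence after 1 h at room temperature with 0.1 mM ADP and 0.5 mM PEP final.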
# Rab9 promoter act: qHTS Assay for Rab9 Promoter Activators | Huh7 Rab9 promoter-luciferase reporter, luminescence, 24 h | 320,000 tested, 2.8% active | Potency, µM (doses to about 9.22 µM), without a hit: at the highest dose activation, negative = inhibition, hits mostly activators; further: potency means the concentration at half of the fitted maximal effect; % of control where 0% means no effect; nearly all actives have a fitted effect of over 60% in size
#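 Luminescence from Amplite-detected luciferase (10 minutes, ambient) reports Rab9 promoter activation. Before that, stable Rab9-luciferase Huh7 cells (1500/well, reduced-serum OP-MEM I plus 10% FBS) were exposed to compound for 24 hours at 37C.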
# Mito fusion yeast: qHTS Assay for Small Molecule Inhibitors of Mitochondrial Division or Activators of Mitochondrial Fusion. S. cerevisiae fusion-defective mutant growth rescue, CellTiterGlo 48 h. Potency, µM (series often up to 46.1 µM), without a hit: at the top dose growth rescue (activation), most hits filed as activators. 320,000 tested, 0.23% active;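 further: potency means the concentration at half of the fitted maximal effect; % of control where 0% means no effect; nearly all actives have a fitted effect of over 45% in size; temperature-sensitive fusion mutants such as fzo1-1 at 37 °C on non-fermentable ethanol glycerol medium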
#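 Yeast fusion mutant, YPEG (non-fermentable carbon), compound, 48 h at 37C non-permissive; CellTiterGlo added, 10 min RT, luminescence read. Rescued growth = division inhibition.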
# MBNL1 CUG block: qHTS Assay for Inhibitors of MBNL1-poly(CUG) RNA binding | 280,000 tested, 0.036% active | Potency, µM (highest dose often 57.5 µM), without a hit: top-dose activity change, negative = inhibition, usual class: inhibitors | Muscleblind-like protein 1 (Homo sapiens), Q9NR56 | TR-FRET MBNL1-His/biotin-(CUG)12 binding, 665/545 ratio | AID 2675, 2010; active means well fitted inhibition curve with a large enough effect in the signal ratio, with a control signal flat, not every such curve was filed as active; inconclusive means small, poorly fitted or top-dose-only effect, or effect the other way, or a change in a side signal; inactive means no such curve, though single readings can be large or run the other way; the % refers to the signal ratio; further: potency means the concentration at half of the fitted maximal effect; on the % scale 0 is the no-effect control and ±100 the full control effect
# Target sequence (Q9NR56 whole entry, looked up): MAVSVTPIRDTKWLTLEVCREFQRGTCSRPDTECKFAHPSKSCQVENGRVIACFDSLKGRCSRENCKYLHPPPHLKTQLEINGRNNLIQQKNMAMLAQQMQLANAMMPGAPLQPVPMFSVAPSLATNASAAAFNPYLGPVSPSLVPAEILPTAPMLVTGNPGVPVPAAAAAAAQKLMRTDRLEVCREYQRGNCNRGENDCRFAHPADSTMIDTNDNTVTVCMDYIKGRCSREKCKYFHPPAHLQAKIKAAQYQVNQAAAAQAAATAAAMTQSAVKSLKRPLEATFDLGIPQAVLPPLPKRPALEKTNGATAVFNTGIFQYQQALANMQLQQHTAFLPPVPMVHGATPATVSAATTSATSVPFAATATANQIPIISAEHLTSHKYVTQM
#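 MBNL1-His + Biotin-(CUG)12, cpd titration 92 nM–58 uM; Tb anti-His Ab 0.055 ng/ul, SA-XL665 5 nM (final); 60 min RT; ratiometric 665/545 nm, Ex 340 nm; normalized to buffer and full-complex controls.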
# RORg inh: qHTS for inhibitors of ROR gamma transcriptional activity. Potency, µM (series often up to 53.6 µM), for the others: at the top dose activity change, negative = inhibition, hits mostly inhibitors. 310,000 tested, 5.4% active. Drosophila S2 Gal4-RORgamma UAS-luciferase reporter, 20 h; further: potency means the concentration at half of the fitted maximal effect; on the % scale 0 is the no-effect control and ±100 the full control effect; nearly all actives have a fitted effect of over 60% in size
#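 A Gal4/UAS one-hybrid system in insect cells: metallothionein-promoter Gal4–ROR gamma fusion plus Photinus luciferase reporter. Copper sulfate 700 uM final, 20 hr ambient incubation, luminescent detection after 10 min with reagent.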
# * = called active by the depositor; ? = inconclusive; / = no result given; [ ] = dose if it differs, or a comment. Unless noted, the call rests on the fitted dose curve; in most records, active means well fitted curve in the direction sought with a large enough effect; inconclusive means small, poorly fitted or top-dose-only effect, or another doubt; inactive means no such curve, though single readings can be large; an effect the other way counts as inactive or inconclusive.
SMILES	KCNH2 3.1 inh	NPC1 promoter act	FLuc counter	Gal4-VP16 FLuc	Menin MLL FP TR	ELG1 DNA repair	PKM2 activator	Rab9 promoter act	Mito fusion yeast	MBNL1 CUG block	RORg inh
Cc1ccc(C(=O)Nc2ccc3ncccc3c2)cc1	10	?	0.11µM*	11µM*	9%	?	/	0.1µM*	7%	7%	14µM*
COc1ccc(/C=C/C(=O)OCC(=O)c2ccc[nH]2)cc1	3	14%	-5%	/	/	?	/	24%	-5%	/	/
COc1ccc(C(=O)OCCCN(C)C)cc1OC	6	-5%	-1%	0%	-2%	-3%	-10%	-12%	-8%	/	-4%
Cc1ccccc1OCC(=O)NC(=S)Nc1ccc(N2CCCC2)cc1	-8	-6%	2%	8.9µM*	?	-4%	0%	-2%	-5%	-2%	8.9µM*
O=C(CN1C(=O)S/C(=C\c2ccccc2F)C1=O)NC1C=CS(=O)(=O)C1 (centres undefined)	-27	-7%	7%	-4%	21%	?	/	22%	-1%	24%	-19%
Cn1c(Nc2ccc(F)cc2)nc2ccccc21	7	-2%	?	-16%	-3%	16%	-2%[11.5 µM]	1%	-3%	5%	10%
CC(CN1CCOCC1)OC(=O)c1ccc2c(c1)OCCO2 (centres undefined)	20	?	27µM*	-11%	-8%	?	-7%	2.2µM*	-26%	-16%	-2%
Cc1ccc(OCC(=O)Nc2ccccc2C(=O)NC2CC2)cc1	21	1%	4%	/	/	5%	/	-1%	3%	/	/
CC(C)NC(=O)c1c2c(nc3ccccc13)CCCC2	3	0%	10%	-4%	15%	-2%	10%	-1%	0%	-6%	1%
COc1ccc(/C=N/NC(=O)c2ccc(NS(=O)(=O)c3cccs3)cc2)cc1	-9	14%	/	/	/	?	/	?	2%	/	/
Cc1csc(NC(=O)c2ccc(Br)s2)n1	7	21%	4.8µM*	?	40%[activator]	?	-5%	2%	-12%	15%	10µM*
COc1ccc(C(=O)C2CCCN(C(=O)c3ccc4cc[nH]c4c3)C2)c(C)c1 (centres undefined)	-9	-3%	1%	-2%	-5%	?	3%	-4%	14%	6%	18%
COc1ccc(N2CCN(S(=O)(=O)c3cc(-c4cc(C)no4)ccc3C(C)C)CC2)cc1	3	-12%	4%	-5%	28%	7.3µM*	2%[0.46 µM]	-7%	-8%	-1%	26%
CCOC(=O)c1sc(NC(=O)c2ccncc2)c(C#N)c1C	6	-1%	11µM*	?	?	21µM*	0%	-9%	11µM*	-19%	?
COc1cccc(CNC(=O)[C@H](CCSC)NC(=O)N2CCn3c2nc2ccccc23)c1	-5	-2%	-1%	-7%	-2%	18µM*	-8%	-2%	-3%	-2%	7%
O=C(COC(=O)c1ccccc1C(=O)N1CCN(c2ccccc2)CC1)NCc1ccccc1	0	-8%	3%	1%[10 µM]	-15%	?	0%	-1%	0%	-1%	10%
COc1ccc(N(C(=O)Cn2nnc3ccccc32)C2(C(=O)NC3CCCC3)CCCCC2)cc1	-10	-3%	0%	2%	/	-4%	0%	-3%	8%	0%	20%
CC(C)(C)n1nnnc1C(c1cccnc1)N1CCN(c2cccc(C(F)(F)F)c2)CC1 (centres undefined)	-8	-7%	1%	-6%	15%	-21%	-5%	-4%	19%	-16%	26%
O=C(CN1CCN(Cc2ccccc2Cl)C1=O)NC1CCCCCC1	0	13%	?	-1%	0%	?	-2%	18%	3%	0%	?

# One compound at a time (already shown). Screens in order: KCNH2 3.1 inh | NPC1 promoter act | FLuc counter | Gal4-VP16 FLuc | Menin MLL FP TR | ELG1 DNA repair | PKM2 activator | Rab9 promoter act | Mito fusion yeast | MBNL1 CUG block | RORg inh
# Cc1ccc(OCC(=O)Nc2ccccc2C(=O)NC2CC2)cc1 as listed: 21 | 1% | 4% | / | / | 5% | / | -1% | 3% | / | /
# COc1ccc(N(C(=O)Cn2nnc3ccccc32)C2(C(=O)NC3CCCC3)CCCCC2)cc1 as listed: -10 | -3% | 0% | 2% | / | -4% | 0% | -3% | 8% | 0% | 20%
# COc1ccc(C(=O)C2CCCN(C(=O)c3ccc4cc[nH]c4c3)C2)c(C)c1 (centres undefined) as listed: -9 | -3% | 1% | -2% | -5% | ? | 3% | -4% | 14% | 6% | 18%

# Just KCNH2 3.1 inh and ELG1 DNA repair (seven entries from above):
smiles	KCNH2 3.1 inh	ELG1 DNA repair
CC(C)NC(=O)c1c2c(nc3ccccc13)CCCC2	3	-2%
COc1ccc(/C=N/NC(=O)c2ccc(NS(=O)(=O)c3cccs3)cc2)cc1	-9	?
Cc1csc(NC(=O)c2ccc(Br)s2)n1	7	?
COc1ccc(C(=O)C2CCCN(C(=O)c3ccc4cc[nH]c4c3)C2)c(C)c1 (centres undefined)	-9	?
COc1ccc(N2CCN(S(=O)(=O)c3cc(-c4cc(C)no4)ccc3C(C)C)CC2)cc1	3	7.3µM*
CCOC(=O)c1sc(NC(=O)c2ccncc2)c(C#N)c1C	6	21µM*
COc1cccc(CNC(=O)[C@H](CCSC)NC(=O)N2CCn3c2nc2ccccc23)c1	-5	18µM*

# This is a subset; count on the stated rates, not on these rows.
